Compound activity: PubChem, several laboratories
V1aR counter – agonists of human V1a receptor, primary screen, counter-screen for OXTR agonist project, fluorescence, CHO-V1R cells; Vasopressin V1a receptor (Homo sapiens), P37288; Fluo-8 calcium fluorescence, agonist mode; 0% DMSO, 100% 3 nM vasopressin; activation, % at 3 µM; hit rate 0.25% among 320,000; AID 2797, 2010;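 active = activation above the mean activation of all tested compounds plus 3 SD, per screening run, cut at about 20% in these data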;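 also: signal is peak over basal fluorescence ratio across a 100 second FLIPR read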
GPR7 antagonist – GPR7 receptor antagonists, primary screen, cell-based, fluorescence, single concentration | Neuropeptides B/W receptor type 1 (Homo sapiens), P48145 | GPR7-expressing cells, fluorescence antagonist assay | inhibition, % at 4.4 µM | hit rate 1.1% among 290,000; in the data active = inhibition above about 16%, passing the limit was not always enough;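 also: cells stimulated with the agonist NPW; 0% = agonist with vehicle and 100% = vehicle without agonist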
Target sequence (P48145 whole entry, looked up): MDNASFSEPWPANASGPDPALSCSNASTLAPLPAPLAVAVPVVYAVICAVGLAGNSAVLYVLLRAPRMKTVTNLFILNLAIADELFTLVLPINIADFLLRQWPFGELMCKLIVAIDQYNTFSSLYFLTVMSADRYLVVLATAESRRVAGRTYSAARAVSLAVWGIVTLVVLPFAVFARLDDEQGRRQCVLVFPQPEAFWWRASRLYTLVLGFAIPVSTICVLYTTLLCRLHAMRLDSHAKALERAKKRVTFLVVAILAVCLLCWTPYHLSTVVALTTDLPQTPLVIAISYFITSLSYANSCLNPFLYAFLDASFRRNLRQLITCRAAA
GalR3 antagonist – GalR3 antagonists in HEK293 cells, primary screen, cell-based, fluorescence readout. inhibition, % at 3 µM. HEK293 GalR3-CNG cAMP membrane potential fluorescence; galR3 body fused to GalR1 C-terminus. hit rate 0.44% among 360,000;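 active = inhibition above the screen-wide average plus 3 SD, cut at about 13% in these data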;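 also: forskolin and galanin both at EC90 stimulate the cells; cAMP rise reported by CNG channel membrane potential dye signal; 0% = forskolin plus galanin with DMSO and 100% = forskolin alone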
Target sequence (O60755 1-299 limits assumed): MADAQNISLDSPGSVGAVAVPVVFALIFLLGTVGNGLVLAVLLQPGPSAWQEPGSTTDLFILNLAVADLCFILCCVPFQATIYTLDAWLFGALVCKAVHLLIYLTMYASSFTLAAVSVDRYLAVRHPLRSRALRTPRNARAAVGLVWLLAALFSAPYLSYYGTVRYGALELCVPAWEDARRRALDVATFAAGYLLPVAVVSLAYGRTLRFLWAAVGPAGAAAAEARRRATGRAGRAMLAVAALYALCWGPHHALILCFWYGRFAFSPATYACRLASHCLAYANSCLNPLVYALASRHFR
MEKK2mut PB1 HTS – MEK5 binding signal on mutant MEKK2 PB1, primary screen, biochemical, multiplex bead flow cytometry, Alexa488-MEK5; Alexa488-MEK5 binding to MEKK2 mutant; percent response, % at 10 µM; hit rate 0.35% among 290,000; AID 1530, 2009; in the data active = percent response above about 24%, passing the limit was not always enough; also: inactives centre near 1; some results filed as inactive read as strong as hits
PfM18AAP inh – PfM18AAP inhibitors, malaria aminopeptidase, primary screen, biochemical, QFRET, recombinant enzyme. H-Glu-NHMec fluorogenic cleavage. hit rate 1.2% among 290,000. inhibition, % at 7.35 µM. M18 aspartyl aminopeptidase (Plasmodium falciparum 3D7);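 active = inhibition above the campaign mean inhibition over all tested compounds plus 3 SD, cut at about 28% in these data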;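 also: 0% = plate median of test compound wells and 100% = 2 mM ZnCl2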
NALP1 inh – NALP1 inflammasome inhibitors in reconstituted yeast, colorimetric, S. cerevisiae, triplicate retest; S. cerevisiae NALP1/ASC/caspase-1 growth, X-gal OD620, 72 h; inhibition, % at 10 µM; hit rate 0.61% among 280,000; in the data active = inhibition mostly above about 24%, no sharp cut-off; inactive = mostly below about 32%; also: some compounds called inactive have numbers as strong as hits
OXTR potentiate – human OXTR potentiators, primary screen, fluorescence, CHO-OTR cells, Fluo-8 calcium; Oxytocin receptor (Homo sapiens), P30559; Fluo-8 calcium fluorescence, potentiator mode; 0% = oxytocin EC15, 100% = EC100; activation, % at 3 µM; hit rate 0.061% among 320,000; AID 2445, 2010;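 active = activation above that plate's cutoff, the mean activation of tested compounds plus 3 SD, cut at about 6.6% in these data, passing the limit was not always enough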;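 also: 100% uses oxytocin at 75 nM as the full agonist control; some results filed as inactive read as strong as hits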
Target sequence (P30559 whole entry, looked up): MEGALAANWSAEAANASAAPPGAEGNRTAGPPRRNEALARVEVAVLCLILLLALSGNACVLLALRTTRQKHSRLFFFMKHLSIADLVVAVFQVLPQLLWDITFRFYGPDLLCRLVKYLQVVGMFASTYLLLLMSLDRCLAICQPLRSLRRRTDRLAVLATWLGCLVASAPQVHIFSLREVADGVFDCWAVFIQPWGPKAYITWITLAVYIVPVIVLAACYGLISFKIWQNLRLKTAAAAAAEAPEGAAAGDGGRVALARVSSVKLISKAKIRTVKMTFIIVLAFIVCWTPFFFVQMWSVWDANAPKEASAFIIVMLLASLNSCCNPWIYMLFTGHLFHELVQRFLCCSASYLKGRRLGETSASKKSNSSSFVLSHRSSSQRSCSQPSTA
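assay system = CHO-OTR cells, human receptor | schedule = compound 6 min at room temperature before oxytocin, 100 s read | detection = Fluo-8 intracellular calcium fluorescence, ex 470-495, em 515-575 nm | evaluation = normalized max/min fluorescence ratio, % activation | control set = EC15 oxytocin alone as 0%, 75 nM oxytocin (EC100) as 100%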
MEKK2 WT-MEK5 – modulators of MEK5 binding to wildtype MEKK2, primary screen, biochemical, multiplex bead flow cytometry, Alexa488-MEK5; Mitogen-activated protein kinase kinase kinase 2 (Homo sapiens), Q9Y2U5; Alexa488-MEK5 binding to MEKK2 WT; actives lie on both sides; binding response (% of control), % at 10 µM; hit rate 1.1% among 290,000; AID 1531, 2009; in the data active = binding response below about 67% or above about 130%
OXTR ag – human OXTR agonists, primary screen, fluorescence, CHO-OTR cells, Fluo-8 calcium. activation, % at 3 µM. Fluo-8 calcium fluorescence; normalized: DMSO 0%, oxytocin 100%. hit rate 0.32% among 320,000. Oxytocin receptor (Homo sapiens), P30559;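 active = activation above the mean of all tested compounds plus 3 SD, cutoff set per screening run, cut at about 20% in these data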;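 also: peak over basal fluorescence ratio from a 100 s FLIPR kinetic read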
Numbers without * were called inactive; / = not tested or not shown.

SMILES	V1aR counter	GPR7 antagonist	GalR3 antagonist	MEKK2mut PB1 HTS	PfM18AAP inh	NALP1 inh	OXTR potentiate	MEKK2 WT-MEK5	OXTR ag
NC(=O)N/N=C1\CCS(=O)(=O)c2ccc(F)cc21	0.3	-15	-9	7	-1	15	-1	100	-0.4
CC(=O)Nc1ccc(NC(=O)C(C)OC(=O)C2(c3ccc(F)cc3)CCCC2)cc1 (configuration not stated)	1.2	-11	-2	-2	2	-2	-10	97	0.2
O=C1CN(C(=O)COC(=O)c2ccccc2Br)c2ccccc2N1	0.5	/	0	/	/	/	-5	/	-0.2
COC(=O)c1cn(C(=O)/C=C/c2ccc(OC)c(OC)c2)c2ccccc12	0.5	6	-2	-3	-5	14	-13	96	0.7
O=C(NN=C1CCCC1)c1cc(-c2ccccc2)n[nH]1	-0.2	-3	-2	-1	4	-2	-9	99	-0.9
O=C(NCC1CCCO1)C(c1ccc(N2CCOCC2)cc1)N(C(=O)Cn1nnc2ccccc21)c1ccccc1F (configuration not stated)	0.2	-8	4	1	2	2	-13	102	-0.3
CC(=O)c1cccc(NC(=O)CSc2nnc(-c3ccc(S(=O)(=O)N4CCCC4)cc3)o2)c1	0.3	11	-3	5	-2	34	-1	106	1.6
Cc1noc(C)c1S(=O)(=O)N1CCC(C(=O)NCCCN2CC(C)CC(C)C2)CC1 (configuration not stated)	0.0	-8	-4	-1	2	9	-1	98	1.1
COc1ccc2cc(Br)ccc2c1CC(=O)N1CCCC1	-0.9	11	-11	15	4	16	0	112	-2.5
CCn1c(C(=O)Nc2ccsc2C(=O)OC)cc2sc(Cl)cc21	0.1	8	-2	14	-3	2	2	109	1.1
CC(C)(C)c1ccc(S(=O)(=O)/N=C2\C=C(NS(=O)(=O)c3ccccc3)C(=O)c3ccccc32)cc1	-0.7	-6	-8	5	-3	11	-7	101	-2.4
COc1ccc(Br)c2c1C(=O)CC2	0.8	-12	-11	7	-7	12	-6	99	0.1
CC1(C)C2CCC1(CS(=O)(=O)NC(CC(=O)O)c1cccc(Br)c1)C(=O)C2 (configuration not stated)	-0.2	-11	-7	0	2	-7	-9	103	0.1
Cc1ccc2c(c1)N(CCC(=O)NCc1ccccn1)C(=O)CO2	0.4	-10	-6	0	-11	24	4	99	0.1
C=CCn1c(SCn2nnc3ccccc3c2=O)nnc1C1CCCCC1	-1.5	-9	3	-6	1	-5	-1	101	4.7
Cc1ccc(S(=O)(=O)N2CCOCC2)cc1C(=O)NCc1cccs1	-0.3	-4	-5	-4	-4	31	-1	101	-0.5
CS(=O)(=O)N(C(=O)NC(=O)NC12CC3CC(CC(C3)C1)C2)C1CCCCC1	0.8	-11	2	9	-9	0	3	110	1.1
Cc1ccc(-n2c(SCCN)nnc2-c2cccc(C)c2)cc1	2.1	6	-12	2	-7	/	-3	104	2.3
COc1cccc(N2CCN(C(=O)c3ccc(CSc4nc5ccncc5[nH]4)cc3)CC2)c1	2.0	-6	-1	-7	11	10	-7	78	-0.9
Cc1cccc(CCNC(=O)C2CCC(=O)N2Cc2ccc(F)cc2)c1 (configuration not stated)	-1.2	3	-5	1	0	10	2	103	0.2
O=C(NNS(=O)(=O)c1ccccc1)c1ccc(O)cc1	-0.7	-3	-1	-4	11	10	-1	93	-1.0
CN(C(=O)c1cnc(N2CCN(c3ncccn3)CC2)c2ccccc12)c1ccc(Cl)cc1	0.2	-9	-4	/	-3	13	-1	/	-0.4
CC(NC(=O)COc1ccccc1)C1COc2ccccc2O1 (configuration not stated)	0.4	-4	4	-2	-4	/	-18	92	-1.2
CN(C)c1ccc(/C=C(/C(=O)c2ccc(Cl)cc2Cl)n2cncn2)cc1	29*	21	-6	0	9	/	-14	98	21*
CCCCC12CN3CC(C)(CN(C1)C31C(=O)N(C)c3ccc(C)cc31)C2=O (configuration not stated)	1.5	16	-7	1	12	-122	-3	101	-1.7
CCO/N=C(\C)c1c(O)c2ccccc2n(C)c1=O	-0.5	-8	-1	-1	1	17	5	96	0.5
Cn1nnnc1CCOCCc1nnnn1C	0.4	-6	2	5	8	18	-5	100	-0.5
COc1ccc(C)cc1-n1nnnc1SCc1csc(C)n1	-0.3	6	-3	6	-7	1	-13	106	-2.0
Cc1cc(NC(=O)CCC(=O)N(CCc2ccccc2)C(C(=O)NC2CCCC2)c2ccco2)no1 (configuration not stated)	0.0	-5	-3	8	-4	10	-2	111	-2.0
CCN(CC)C(=O)c1[nH]cnc1C(=O)N[C@@H](C)C(=O)OC(C)(C)C	0.7	-12	-2	-2	-6	-2	-8	96	-0.1
CS(=O)(=O)Cc1ccc(C(=O)Nc2cccc(-c3nc4ccccc4[nH]3)c2)cc1	0.2	-6	-5	8	-6	16	-15	107	-0.6
CCN(CC)C(=S)NCCc1ccccc1	-1.2	-9	-4	-6	5	13	-11	95	-0.3
Cc1ccc(CNC(=O)C2c3ccccc3C(=O)N(C)C2c2c[nH]c3ccccc23)o1 (configuration not stated)	0.3	9	-1	10	14	27	-15	107	-0.3
COc1ccc(S(=O)(=O)NCC(=O)O)cc1C(=O)NC1CCCCC1	1.4	2	5	-2	-8	16	0	100	0.0
COc1cccc(NC(=O)c2sc3nc4n(c(=O)c3c2C)CCC4)c1	1.9	8	1	-12	0	6	-9	97	1.6
COc1ccc2c(CC(=O)Nc3ccccc3OC)coc2c1	-1.1	3	-3	-1	4	-13	-4	99	-0.9
COc1ccccc1CN1CC(C(=O)NCc2cc(C(C)C)no2)CCC1=O (configuration not stated)	0.1	-7	-4	4	-12	12	1	100	0.5
COc1ccc(-c2nn3c(-c4ccccc4)nnc3s2)cc1	-0.6	-8	-5	3	-12	-8	-2	108	-2.3
Cc1ccc(C(=O)Nc2nc(-c3ccccc3)c(-c3ccccc3)o2)cc1	-0.9	2	-7	2	-4	16	1	103	-1.3
CCCNC(=O)CCc1cc(C(C)(C)C)c(O)c(C(C)(C)C)c1	-1.5	2	-1	22	-1	/	0	117	-2.0

A run of entries of the results above, as a working copy:
SMILES	V1aR counter	GPR7 antagonist	GalR3 antagonist	MEKK2mut PB1 HTS	PfM18AAP inh	NALP1 inh	OXTR potentiate	MEKK2 WT-MEK5	OXTR ag
CCN(CC)C(=O)c1[nH]cnc1C(=O)N[C@@H](C)C(=O)OC(C)(C)C	0.7	-12	-2	-2	-6	-2	-8	96	-0.1
CS(=O)(=O)Cc1ccc(C(=O)Nc2cccc(-c3nc4ccccc4[nH]3)c2)cc1	0.2	-6	-5	8	-6	16	-15	107	-0.6
CCN(CC)C(=S)NCCc1ccccc1	-1.2	-9	-4	-6	5	13	-11	95	-0.3
Cc1ccc(CNC(=O)C2c3ccccc3C(=O)N(C)C2c2c[nH]c3ccccc23)o1 (configuration not stated)	0.3	9	-1	10	14	27	-15	107	-0.3
COc1ccc(S(=O)(=O)NCC(=O)O)cc1C(=O)NC1CCCCC1	1.4	2	5	-2	-8	16	0	100	0.0
COc1cccc(NC(=O)c2sc3nc4n(c(=O)c3c2C)CCC4)c1	1.9	8	1	-12	0	6	-9	97	1.6
COc1ccc2c(CC(=O)Nc3ccccc3OC)coc2c1	-1.1	3	-3	-1	4	-13	-4	99	-0.9
COc1ccccc1CN1CC(C(=O)NCc2cc(C(C)C)no2)CCC1=O (configuration not stated)	0.1	-7	-4	4	-12	12	1	100	0.5
COc1ccc(-c2nn3c(-c4ccccc4)nnc3s2)cc1	-0.6	-8	-5	3	-12	-8	-2	108	-2.3
Cc1ccc(C(=O)Nc2nc(-c3ccccc3)c(-c3ccccc3)o2)cc1	-0.9	2	-7	2	-4	16	1	103	-1.3
CCCNC(=O)CCc1cc(C(C)(C)C)c(O)c(C(C)(C)C)c1	-1.5	2	-1	22	-1	/	0	117	-2.0

New compounds follow
SMILES	V1aR counter	GPR7 antagonist	GalR3 antagonist	MEKK2mut PB1 HTS	PfM18AAP inh	NALP1 inh	OXTR potentiate	MEKK2 WT-MEK5	OXTR ag
COc1ccc2[nH]c(C(=O)N3CCC(n4nccc4NC(=O)C4CC4)CC3)c(C)c2c1	0.5	-9	-7	11	-4	6	-3	106	-0.9
COc1ccccc1/C=N/NC(=O)c1cc2c(OC)c(OC)ccc2[nH]1	/	32	-7	1	0	5	/	104	/
CC(C)(C)OC(=O)C[C@@H]1C/C=C\C[C@H](CC(=O)N(CCO)Cc2ccccc2)C(=O)N[C@@H](c2ccccc2)COC1=O	-0.4	/	2	/	/	/	-4	/	-0.5
Cc1cc2nnc(SCC(=O)Nc3ccc(Cl)cc3)n2c(N)n1	0.2	-5	-6	7	-4	17	3	109	0.0
CCCCCCCCC(NC(=O)c1ccc(C#N)cc1)C(=O)NCCC (configuration not stated)	-1.0	/	-3	/	/	/	2	/	-1.2
Cc1cccc(-c2noc(CCC(=O)NCc3ccccc3)n2)c1	0.1	-4	-1	1	6	18	-1	101	1.3
CCOC(=O)N/N=C/c1ccc(OCCSc2ccc(Cl)cc2)c(OC)c1	4.0	-3	-11	-2	-3	37	-15	105	3.0
O=C(Nc1nnc(-c2ccco2)o1)C1CC1	-0.1	-4	8	1	4	1	-16	118	0.0
CCn1cc(C(=O)OCC(=O)N(C)Cc2ccccc2)c(=O)c2ccc(C)nc21	0.3	-15	-5	-1	3	4	-6	96	0.5
Cc1cccc(NC(=O)N2CCc3ccccc3C2)c1C	/	-10	2	2	1	5	/	102	/
Cc1cc(OC(C)C(=O)NCCCn2ccnc2)c2c(C)c(C)c(=O)oc2c1 (configuration not stated)	0.3	-14	0	1	2	21	-2	99	-1.5
O=Cc1ccc(OCC(=O)NC(=O)NC2CCCCC2)cc1	4.6	-8	-2	0	-11	-6	-12	103	2.1
COCCNC(=S)N/N=C(\C)c1ccc(Cl)c(Cl)c1	4.6	-3	0	-1	1	22	4	94	-1.6
CC1(C)C(=O)NCCN1C(=O)CSc1nccc(-c2ccc(Br)cc2)n1	0.9	-4	-5	5	2	10	4	108	2.0
COc1ccccc1CC(=O)Nc1ccc(-c2noc(COc3ccc(Cl)c(C)c3)n2)cc1	0.5	9	-4	1	-13	23	-13	98	0.0
O=C(CSc1n[nH]c(-c2ccco2)n1)Nc1ccccc1F	0.6	0	7	3	2	-3	-16	99	-0.6
CC(C)c1nc(C(=O)N2CCCC(N3CCN(c4cccc(Cl)c4)CC3)C2)cs1 (configuration not stated)	0.5	-8	-1	12	6	26	-5	110	-0.8
COC(c1ccccc1)c1nnc(CCC(=O)N(C)CCc2ccccc2)o1 (configuration not stated)	0.3	2	0	-16	-1	30*	1	85	-0.5
